Bioassay records (PubChem BioAssay)
ARFGAP1 inhibitor: inhibitors of rat ARFGAP1 GAP activity, primary screen, biochemical, fluorescence polarization, GDP tracer | ADP-ribosylation factor GTPase-activating protein 1 (Rattus norvegicus), Q62848 | Arfgap1-stimulated ARF1 GTP hydrolysis, GDP FP detection | inhibition, % at 16.5 µM | hit rate 0.26% among 360,000;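 active = inhibition above a per-plate limit, mean inhibition of low control wells plus 3 SD, cut at about 25% in these data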;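 also: 0% = DMSO wells with enzyme and 100% = wells lacking Arfgap1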
Target sequence (Q62848 1-136 limits assumed): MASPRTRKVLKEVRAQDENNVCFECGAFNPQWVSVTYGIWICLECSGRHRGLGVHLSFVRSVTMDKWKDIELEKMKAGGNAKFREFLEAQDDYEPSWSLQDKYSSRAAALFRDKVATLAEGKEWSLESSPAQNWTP
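Material: rat Arfgap1 catalytic domain, aa 1-136; also added: human ARF1(Δ1-17)-GTP substrate; compound dosing: one concentration, 16.5 µM, DMSO 1.26%; incubation: GTP hydrolysis reaction 2 h at 25 °C; measured by: Tracer-displacement fluorescence polarization with EDTA stop, 620/688 nm; evaluation: % inhibition from polarization; repeats: one replicate per compound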
Tn6 DDE FP: inhibitors of Tn6 peptide binding to fibrin DD(E), primary screen, biochemical, fluorescence polarization, human fibrin, Tn6 probe; Fibrinogen beta chain (Homo sapiens), P02675; Fibrin DD(E) TRITC-Tn6 fluorescence polarization displacement; inhibition, % at 8.3 µM; hit rate 0.21% among 370,000; AID 720509, 2013;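 active = inhibition above a per-campaign cutoff: mean of compounds within control limits plus 3 SD, cut at about 15% in these data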;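 also: 0% = median of all compound wells on the plate and 100% = blocking peptide control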
Target sequence (P02675 whole entry, looked up): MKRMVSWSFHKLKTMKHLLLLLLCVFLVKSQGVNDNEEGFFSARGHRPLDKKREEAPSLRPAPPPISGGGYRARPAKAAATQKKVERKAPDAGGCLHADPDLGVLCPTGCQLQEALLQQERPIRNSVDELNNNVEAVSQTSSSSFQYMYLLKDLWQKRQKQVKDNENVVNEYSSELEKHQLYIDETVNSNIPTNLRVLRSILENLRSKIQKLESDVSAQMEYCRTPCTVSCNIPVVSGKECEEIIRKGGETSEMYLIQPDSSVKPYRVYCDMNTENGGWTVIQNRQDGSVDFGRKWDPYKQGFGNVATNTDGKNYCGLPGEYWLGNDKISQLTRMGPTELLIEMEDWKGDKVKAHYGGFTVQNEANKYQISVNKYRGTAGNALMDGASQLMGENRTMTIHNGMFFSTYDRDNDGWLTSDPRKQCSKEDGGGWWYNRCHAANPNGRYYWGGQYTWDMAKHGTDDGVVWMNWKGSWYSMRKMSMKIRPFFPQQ
GAA850 FXN act: FXN promoter activators, primary screen, cell-based, luciferase luminescence, HEK293 lucGAA850. HEK293 lucGAA850 FXN promoter luciferase reporter, 24 h; percent of 10 µM SAHA response. activation, % at 6 µM. hit rate 0.56% among 360,000. AID 540364, 2011;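 active = activation above the average of all compounds screened plus 3 SD, cutoff fixed separately per campaign, cut at about 7.5% in these data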;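 also: 0% = DMSO wells and 100% = 10 µM SAHA wells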
ASAP1 inh: inhibitors of human ASAP1 ArfGAP activity, primary screen, biochemical, fluorescence polarization; Arf-GAP with SH3 domain, ANK repeat and PH domain-containing protein 1 (Homo sapiens), …; ASAP1-stimulated ARF1 GTP hydrolysis, GDP FP detection; inhibition, % at 16.5 µM; hit rate 0.19% among 360,000; in the data active = inhibition above about 25%;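 also: 0% = vehicle with enzyme and substrate and 100% = no enzyme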
proKLK7 act: proKLK7 zymogen activators, primary screen, biochemical, fluorescence intensity; Kallikrein-7 (Homo sapiens), P49862; purified proKLK7, EDANS-DABCYL substrate fluorescence; 100% is mature enzyme control, 0% vehicle; activation, % at 7 µM; hit rate 0.9% among 370,000;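 active = activation above the mean of all tested compounds plus 3 SD, computed per campaign excluding outliers beyond control limits, cut at about 13% in these data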
Target sequence (P49862 whole entry, looked up): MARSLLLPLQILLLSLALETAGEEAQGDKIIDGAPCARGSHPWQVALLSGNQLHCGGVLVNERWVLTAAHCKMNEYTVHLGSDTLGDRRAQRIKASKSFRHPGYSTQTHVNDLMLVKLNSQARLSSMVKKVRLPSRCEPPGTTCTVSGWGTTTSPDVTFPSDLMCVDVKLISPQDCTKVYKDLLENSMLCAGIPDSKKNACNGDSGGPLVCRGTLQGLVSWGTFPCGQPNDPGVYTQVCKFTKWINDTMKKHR
ADAM10 inh: human ADAM10 inhibitors, primary screen, biochemical, QFRET, HTS | Disintegrin and metalloproteinase domain-containing protein 10 (Homo sapiens), O14672 | recombinant ADAM10, EDANS/DABCYL FRET peptide cleavage, 3 h | inhibition, % at 7 µM | hit rate 0.62% among 370,000;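 active = inhibition above a per-campaign cutoff equal to the mean of compounds falling between control-based bounds plus 3 SD, cut at about 20% in these data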;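 also: 0% = DMSO wells while the 100% control is not disclosed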
NPR2 activator: human GC-B receptor activators, primary screen, HEK293 GC-B cells, cGMP TR-FRET, EC30 CNP; hit rate 0.11% among 370,000; 0% at EC30 CNP, 100% saturating CNP; Atrial natriuretic peptide receptor 2 (Homo sapiens), P20594; activation, % at 10 µM;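 active = activation at 10 µM reaching about 35% in either raw or pattern-adjusted values, limit read from the data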
HGIII-sPLA2 inh: human group III sPLA2 inhibitors, primary screen, biochemical, QFRET, BODIPY PC-A2 liposome substrate; Group 3 secretory phospholipase A2 (Homo sapiens), Q9NZ20; QFRET BODIPY PC-A2 liposome hydrolysis, fluorescence; inhibition, % at 12.2 µM; hit rate 0.56% among 370,000; AID 743126, 2013;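 active = inhibition above mean plus 3 SD of compounds lying within the high and low control bounds, cut at about 19% in these data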;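 also: 0% = median of test compound wells and 100% = no enzyme DMSO wells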
GC-A act: GC-A stimulated cGMP production enhancers – HEK293 GC-A cells, cGMP TR-FRET, EC30 ANP, primary screen. Atrial natriuretic peptide receptor 1 (Homo sapiens), P16066. 0% at EC30 ANP, 100% saturating ANP. activation, % at 10 µM. hit rate 0.14% among 370,000; in the data active = activation above about 40%
rCAG RNA binder: binders of r(CAG) RNA repeats, primary screen, biochemical, fluorescence | r(CAG) RNA repeat, TO-PRO-1 dye displacement fluorescence | inhibition, % at 3 µM | hit rate 1.3% among 370,000;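 active = inhibition above the plate cutoff, the mean of all test compounds on that plate plus 3 SD, cut at about 35% in these data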;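 also: 0% = DMSO alone and 100% = 100 µM mitoxantrone as full dye displacement; higher means more dye released from RNA so lower well fluorescence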
The depositor's hits bear a star; . = no result given; & = joins results of further samples; ! = a repeat was not active.

Screens in order: ASAP1 inh	HGIII-sPLA2 inh	rCAG RNA binder	GAA850 FXN act	NPR2 activator	ADAM10 inh	GC-A act	ARFGAP1 inhibitor	proKLK7 act	Tn6 DDE FP
COc1cccc(CNC(=O)C2(C)CCCCN2C)c1 (stereo not given)
 : -7	-5	2	2.2	4	11	1	6	0.0	4
Cc1ccc(S(=O)(=O)N(C)CC(=O)N2CCC(C(N)=O)CC2)cc1
 : -3	0	1	0.5	4	-1	-3	-10	0.3	0
O=C(Nc1ccccc1Cl)c1cc(C2CCCN(C(=O)C3CCCCC3)C2)on1 (stereo not given)
 : -1	-11	1	1.3	-5	9	1	4	0.6	-2
Cc1ccc(NC(=O)CCSc2nc(C)cc(C)n2)cc1
 : 4	2	-2	-1.0	-2	-1	0	6	-0.2	-8
O=C(Nc1ccc(Cl)cc1)OCc1cn(-c2ccc(Cl)cc2)nn1
 : 78*	-4	-1	2.6	-5	2	-3	68*	-0.3	1
CC(C)c1nc(=S)c2ccccc2[nH]1
 : 6	1	-1	1.4	-1	-5	2	-16	0.1	-4
CCOc1ccc(N(Cc2nnc3n2CCCCC3)C(=O)Nc2cccc(C)c2)cc1
 : -7	10	-7	0.6	-6	-5	1	-18	-0.3	4
C=CCNC(=O)c1c(CSc2ccccc2)noc1C(=O)NCc1ccccc1
 : 8	-11	-4	1.7	-1	19	-3	1	0.5	1
CSCCC(NC(=O)C12CC3CC(CC(C3)C1)C2)C(=O)OCC(=O)c1ccc(C)cc1 (stereo not given)
 : 1	12	2	1.4	-8	2	0	3	0.8	5
Cc1cccc(CN2CCC(CNC(=O)Nc3ccccc3F)CC2)c1
 : 2	-8	-7	2.8	-4	2	-7	3	0.4	7
CNCc1c(OCc2ccc(F)cc2)ccc2ccccc12
 : -12	-6	7	-0.5	-6	5	-9	1	0.1	2
COc1cc(N=c2ssnc2Cl)c(OC)cc1Cl
 : 7&0	23*!	6&1	0.4&1.9	15&9	8&0	10&7	11&-7	0.2&-0.3	2&-7
COc1ccc(NC(=O)c2ccco2)cc1NC(=O)c1ccc(C#N)cc1F
 : -4	4	-2	1.2	-2	-4	1	3	0.2	-6
CCOc1ccc(NC(=O)CC2C(=O)N(c3ccc(OC)cc3)C(=O)N2CCc2ccc(OC)c(OC)c2)cc1 (stereo not given)
 : -6	-15	1	-1.6	-2	4	1	6	0.0	-2
Clc1c2c(nc3ccccc13)CCC2
 : 2	-2	1	0.1	1	-4	-1	-13	0.3	7
CCNc1nc(NCC)n2c(SCC(=O)Nc3ccc(C(F)(F)F)cc3[N+](=O)[O-])nnc2n1
 : 1	-41	-5	-1.4	4	-12	-9	-5	-0.1	2
COc1ccccc1N1CC(C(=O)NC2CCCCCC2)CC1=O (stereo not given)
 : 11	-5	1	2.5	1	3	4	-1	0.1	-1
C[C@@]12CCC=C[C@H]1[C@H](c1ccc(/C=C/c3ccccc3)cc1F)N(Cc1ccccc1)C2=O
 : 8	-5	5	-0.2	2	-11	-3	3	-23	11
C=CCNC(=O)N[C@@H](Cc1ccccc1)C(=O)OC
 : 2	-2	1	-1.2	0	3	-4	5	-0.5	-4
COc1ccc(-c2ccc(SCC(=O)Nc3cc(C)on3)nn2)cc1OC
 : -12	6	0	2.9	10	0	2	14	1.0	-5
NC(=NCc1ccccc1)C(N=Nc1ccccc1)C(=O)NCc1ccccc1 (stereo not given)
 : 1	4	4	-0.3	-4	-20	-2	7	0.7	-2
COc1ccc(C2c3c(oc4ccccc4c3=O)C(=O)N2c2ccc(C)cn2)cc1OC (stereo not given)
 : 4	-3	2	0.3	-4	3	-8	-12	0.7	-3
CCOc1ccccc1Oc1nc(-c2ccccc2O)nc2ccccc12
 : 4	20*	0	0.5	-1	8	-9	4	-0.2	5
CC(C)(C)S(=O)N1C[C@H]2CC(=O)C(CCO)=C2[C@@H]1CCO (stereo not given in full)
 : 4	7	2	.	-1	1	4	6	-0.3	6
CC1(C)OC(=O)C2=C(C[C@@H](CCC(F)(F)F)O[C@H]2c2ccc(F)cc2)O1
 : 0	1	0	.	-6	3	-8	9	0.5	-6
Cc1ccc(S(=O)(=O)NCC(=O)N(CC2CCCO2)C(C(=O)NCC2CCCO2)C(C)C)cc1 (stereo not given)
 : 3	3	-9	-0.5	2	-12	3	0	0.2	2
Cc1cc(C)c(C#N)c(SCc2ccc3c(c2)OCO3)n1
 : 9	-9	4	-0.9	7	6	-4	2	-0.5	2
N#Cc1ccccc1NC(=O)Nc1ccc(Cl)cc1
 : -1	13	2	0.5	-4	-29	6	5	0.5	-3
CC(=O)c1ccc(OCc2cc(C(=O)N(C)Cc3ccccn3)no2)cc1
 : 4	2	-2	2.9	-2	-4	-1	-3	0.3	5
CCCCCNC(=O)C1CC=CCC1C(=O)O (stereo not given)
 : 0	4	2	0.2	12	1	1	7	-0.9	7
COc1ccc(S(=O)(=O)N2CCCCCC2)cc1C(=O)N(C)Cc1c(F)cccc1Cl
 : -1	-12	-3	1.6	8	4	9	2	0.0	-8
CN1CCN(S(=O)(=O)c2cccc(C(=O)O)c2)CC1
 : -6	12	-5	-0.5	11	-5	1	8	0.1	1
O=C(Cn1c(=S)nc2ccccn21)N1CCc2ccccc2C1
 : 3	-1	7	1.8	2	-4	-5	12	0.0	-1
CC(=O)N1CCc2c(sc(NC(=O)CCS(=O)(=O)c3ccc(C)cc3)c2C(N)=O)C1
 : -10	0	9	0.3	-6	-69	3	-8	-1.1	-2
O=C(CCc1ccccc1)Nc1ccc(S(=O)(=O)Nc2nccs2)cc1
 : 2	-15	21	2.8	4	-6	1	5	0.3	4
O=C1OC(N2C(=O)CC[C@H]2C(=O)Nc2ccc(F)c(F)c2)c2ccccc21 (stereo not given in full)
 : -9	1	-1	-2.7	-2	-3	2	-6	-0.1	5
Cc1cc(C)c(S(=O)(=O)N2CCOC2CNC(=O)C(=O)NCCc2ccc(S(N)(=O)=O)cc2)c(C)c1 (stereo not given)
 : 2	-8	9	-0.7	2	-5	-3	-7	-0.3	3
Cc1ccc(C)c(Cn2nnc3c(=O)[nH]c(C(=O)NCC4CCCO4)nc32)c1 (stereo not given)
 : 6	-3	9	0.4	-7	1	-3	-11	0.6	-5
CC(C)c1cccc(-c2ccc3c(c2)S(=O)(=O)c2cccc(C(=O)O)c2C3=O)c1
 : 14	-4	13	0.0	2	2	1	-14	-0.1	6
COc1ccccc1C(=O)Nc1ccc(OCC(=O)N2CC(C)CC(C)C2)cc1 (stereo not given)
 : -1	0	-4	1.8	-5	-2	-3	10	1.1	3
Cc1cc(C(=O)NNC(=O)c2cccc(S(=O)(=O)N3CCOCC3)c2)c2ccccc2n1
 : -10	1	1	0.0	4	-9	1	-5	0.2	0
CN(C)c1ccc(-c2cc(NC=O)c3ncc(-c4ccc(F)c(Cl)c4)n3c2)cc1
 : 2	14	21	2.3	0	-23	6	0	-0.5	4
Cc1ccc(C)c(S(=O)(=O)N2CCN(C(=O)/C=C/c3ccco3)CC2)c1
 : 1	-7	15	2.5	0	4	-2	-9	0.5	-7
NC(=O)C1CCCN(C(=O)c2ccc3oc(Cc4ccc(Cl)cc4)nc3c2)C1 (stereo not given)
 : -2	-5	-3	-0.3	4	-1	0	9	0.3	-2
c1ccc2c(CCc3ccncc3)cccc2c1
 : 4	4	2	0.0	-6	-9	0	-14	-0.7	4
CCc1c(C(=O)N/N=C/c2sccc2C)nnn1-c1nonc1N
 : -6	-2	-1	0.0	-3	0	2	-3	0.4	-1
CC(C)(C)OC(=O)N1CCc2onc(-c3ccc(N)cc3)c2C1=O
 : -13	-2	14	3.2	0	-5	1	10	-0.2	0
CC1CCCC(C)N1C(=O)c1cc2ncc(CCCl)cn2n1 (stereo not given)
 : 7	12	-5	2.3	-3	-9	2	-3	0.4	-4
COc1ccc(CNC(=O)c2ccc(CS(=O)(=O)Cc3ccccc3F)o2)cc1
 : 1	-8	2	-0.8	3	2	2	9	-0.6	-3
O=C(O)CCC(=O)Nc1ccccc1C(=O)NCc1ccco1
 : -7	5	1	-1.1	4	-19	-2	-8	0.3	0
COC(=O)[C@]12C[C@H](CC(=O)NCCCN3CCCC3=O)C(=O)N(Cc3ccccc3)C1=C[C@H](C(C)(C)C)O[C@@H]2C
 : 0	4	-1	.	-11	0	-8	-2	-0.3	-6

A section from the list above, for reference:
Screens in order: ASAP1 inh	HGIII-sPLA2 inh	rCAG RNA binder	GAA850 FXN act	NPR2 activator	ADAM10 inh	GC-A act	ARFGAP1 inhibitor	proKLK7 act	Tn6 DDE FP
COc1ccc(S(=O)(=O)N2CCCCCC2)cc1C(=O)N(C)Cc1c(F)cccc1Cl
 : -1	-12	-3	1.6	8	4	9	2	0.0	-8
CN1CCN(S(=O)(=O)c2cccc(C(=O)O)c2)CC1
 : -6	12	-5	-0.5	11	-5	1	8	0.1	1
O=C(Cn1c(=S)nc2ccccn21)N1CCc2ccccc2C1
 : 3	-1	7	1.8	2	-4	-5	12	0.0	-1
CC(=O)N1CCc2c(sc(NC(=O)CCS(=O)(=O)c3ccc(C)cc3)c2C(N)=O)C1
 : -10	0	9	0.3	-6	-69	3	-8	-1.1	-2
O=C(CCc1ccccc1)Nc1ccc(S(=O)(=O)Nc2nccs2)cc1
 : 2	-15	21	2.8	4	-6	1	5	0.3	4
O=C1OC(N2C(=O)CC[C@H]2C(=O)Nc2ccc(F)c(F)c2)c2ccccc21 (stereo not given in full)
 : -9	1	-1	-2.7	-2	-3	2	-6	-0.1	5
Cc1cc(C)c(S(=O)(=O)N2CCOC2CNC(=O)C(=O)NCCc2ccc(S(N)(=O)=O)cc2)c(C)c1 (stereo not given)
 : 2	-8	9	-0.7	2	-5	-3	-7	-0.3	3
Cc1ccc(C)c(Cn2nnc3c(=O)[nH]c(C(=O)NCC4CCCO4)nc32)c1 (stereo not given)
 : 6	-3	9	0.4	-7	1	-3	-11	0.6	-5
CC(C)c1cccc(-c2ccc3c(c2)S(=O)(=O)c2cccc(C(=O)O)c2C3=O)c1
 : 14	-4	13	0.0	2	2	1	-14	-0.1	6
